Compound activity as filed in PubChem BioAssay.
M1 PAM parental: nonselective calcium activators in parental CHO-K1 cells, primary screen, counter-screen for M1 PAM project, cell-based, Fluo-8 calcium fluorescence, full deck, 1536-well | ATP EC20; 0% at ATP EC20, 100% at ATP max | activation, % at 3 µM | 0.02% of 360,000 active | AID 602247, 2012;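 active means activation above the run cutoff, the mean activation of all test compounds plus 3 SD, cut at about 40% in these data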;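 further: peak over basal fluorescence ratio in a 140 s read after ATP addition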
OXTR agonist: human OXTR agonists, primary screen, fluorescence, CHO-OTR cells, Fluo-8 calcium | Oxytocin receptor (Homo sapiens), P30559 | Fluo-8 calcium fluorescence; normalized: DMSO 0%, oxytocin 100% | 0.32% of 320,000 active | AID 2435, 2010 | activation, % at 3 µM;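 active means activation above the mean of all tested compounds plus 3 SD, cutoff set per screening run, cut at about 20% in these data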;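 further: peak over basal fluorescence ratio from a 100 s FLIPR kinetic read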
TAAR1 antag: human TAAR1 antagonists, primary screen, Fluo-8 calcium fluorescence, CHO RD-HGA16 cells. Trace amine-associated receptor 1 (Homo sapiens), Q96RJ0. antagonist. inhibition, % at 3 µM. 1.5% of 360,000 active. AID 624466, 2012;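 active means inhibition above a per-plate cutoff, the mean inhibition of test compounds on that plate plus 3 SD, cut at about 49% in these data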;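 further: 0% = DMSO plus EC80 beta-PEA response and 100% = DMSO alone without agonist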
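test system = CHO RD-HGA16 cells bearing hTAAR1 | replication = singlicate | controls = DMSO-only wells and EC80 β-PEA-stimulated wells | reagent = EC80 β-phenethylamine stimulus | read-out basis = percent inhibition of PEA-evoked calcium signal, max/basal emission ratio | schedule = seeding 17-24 h prior, 75-min 37 °C, 30-min RT dye loading | signal = kinetic Fluo-8 calcium fluorescence measurement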
M1 ag parental: counter-screen for M1 agonists: effect in parental CHO-K1 cells; Fluo-8 calcium fluorescence; scaled to maximal ATP response, vehicle zero; activation, % at 3 µM; 0.48% of 360,000 active; AID 602248, 2012; in the data active means activation above about 15%;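 further: untransfected CHO-K1 host cells lacking M1 receptor as counterscreen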
CHO-K1 Ca antag: counter-screen for M1 antagonists: effect in parental CHO-K1 cells | AID 602250 | ATP-induced calcium, Fluo-8 fluorescence | 0.6% of 360,000 active | inhibition, % at 3 µM;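 active means inhibition above a per-plate cutoff, the plate's mean sample inhibition plus 3 SD, cut at about 24% in these data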;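 further: 0% = DMSO plus EC80 ATP and 100% = DMSO alone without ATP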
GPR7 antag: GPR7 receptor antagonists, primary screen, cell-based, fluorescence, single concentration | GPR7-expressing cells, fluorescence antagonist assay | inhibition, % at 4.4 µM | 1.1% of 290,000 active; in the data active means inhibition above about 16%, passing the limit was not always enough;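 further: cells stimulated with the agonist NPW; 0% = agonist with vehicle and 100% = vehicle without agonist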
Target sequence (P48145 whole entry, looked up): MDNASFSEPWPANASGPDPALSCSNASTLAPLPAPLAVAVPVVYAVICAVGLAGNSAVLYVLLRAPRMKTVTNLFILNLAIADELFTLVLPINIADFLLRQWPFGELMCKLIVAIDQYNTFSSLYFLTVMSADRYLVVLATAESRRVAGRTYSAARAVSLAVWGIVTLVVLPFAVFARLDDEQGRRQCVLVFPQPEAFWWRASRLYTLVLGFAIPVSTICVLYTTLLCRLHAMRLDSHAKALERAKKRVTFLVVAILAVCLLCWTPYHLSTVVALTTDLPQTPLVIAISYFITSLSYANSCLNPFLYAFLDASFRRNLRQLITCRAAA
CHO parental Ca: ATP-evoked calcium signal inhibitors, parental CHO, primary screen, counter-screen for OX1R antagonist project, cell-based, fluorescence, Fluo-8 calcium dye; parental CHO-K1, ATP-induced calcium, Fluo-8 fluorescence; inhibition, % at 5.6 µM; 0.63% of 330,000 active;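 active means inhibition above that plate's mean sample inhibition plus 3 SD, cut at about 26% in these data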;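 further: 0% = ATP-challenged DMSO wells and 100% = DMSO wells without ATP; some compounds past the cut are filed as inactive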
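Material: parental CHO cells / Compound: single nominal dose of 5.6 µM per compound / Signal: Fluo-8 fluorescence / Replicates: singlicate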
OXTR potentiate: human OXTR potentiators, primary screen, fluorescence, CHO-OTR cells, Fluo-8 calcium; Fluo-8 calcium fluorescence, potentiator mode; 0% = oxytocin EC15, 100% = EC100; activation, % at 3 µM; 0.061% of 320,000 active;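 active means activation above that plate's cutoff, the mean activation of tested compounds plus 3 SD, cut at about 6.6% in these data, passing the limit was not always enough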;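 further: 100% uses oxytocin at 75 nM as the full agonist control; some results filed as inactive read as strong as hits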
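Material: CHO-OTR cells, human receptor; compound dosing: single dose, 3.0 µM nominal final compound concentration; schedule: 6 min compound pre-incubation at room temperature, 100 s kinetic read; measured by: kinetic Fluo-8 calcium fluorescence; read-out basis: % activation vs EC15 and EC100 oxytocin; controls: EC15 oxytocin alone as 0%, 75 nM oxytocin as 100%; replicates: singlicate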
V1R ag counter: agonists of human V1a receptor, primary screen, counter-screen for OXTR agonist project, fluorescence, CHO-V1R cells | Fluo-8 calcium fluorescence, agonist mode; 0% DMSO, 100% 3 nM vasopressin | activation, % at 3 µM | 0.25% of 320,000 active | Vasopressin V1a receptor (Homo sapiens), P37288;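 active means activation above the mean activation of all tested compounds plus 3 SD, per screening run, cut at about 20% in these data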;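 further: signal is peak over basal fluorescence ratio across a 100 second FLIPR read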
Target sequence (P37288 whole entry, looked up): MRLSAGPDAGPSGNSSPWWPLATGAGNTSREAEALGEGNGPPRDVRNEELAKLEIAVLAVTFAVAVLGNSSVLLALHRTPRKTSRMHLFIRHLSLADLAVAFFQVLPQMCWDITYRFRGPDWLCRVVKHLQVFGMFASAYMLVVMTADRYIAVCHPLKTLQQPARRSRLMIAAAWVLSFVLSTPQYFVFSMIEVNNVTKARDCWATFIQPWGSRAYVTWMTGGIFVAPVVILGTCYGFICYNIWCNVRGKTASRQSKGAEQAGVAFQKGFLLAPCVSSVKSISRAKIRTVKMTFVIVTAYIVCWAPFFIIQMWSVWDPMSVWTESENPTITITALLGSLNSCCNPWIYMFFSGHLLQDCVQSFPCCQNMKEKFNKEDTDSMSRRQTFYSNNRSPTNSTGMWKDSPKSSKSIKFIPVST
* = called active by the depositor; x = no result given.

SMILES	M1 PAM parental	OXTR agonist	TAAR1 antag	M1 ag parental	CHO-K1 Ca antag	GPR7 antag	CHO parental Ca	OXTR potentiate	V1R ag counter
CC(=O)Cc1nsc(Nc2cccc(C)c2)n1	7	0.8	3	1.1	-16	-3	11	-4	1.6
COc1ccc(C(=O)Nn2c(C)nc3ccccc3c2=O)cc1OC	10	-0.2	8	1.7	-12	2	-4	0	1.1
COc1ccc(C2(C)NC(=O)N(CC(=O)NCc3ccccc3)C2=O)cc1OC (stereo unspecified)	7	0.7	-2	0.2	2	9	-2	-15	0.8
CC(C)(C)OC(=O)NCc1ccc(NC(=O)c2nc[nH]c2C(=O)NCCNC(=O)c2[nH]cnc2C(=O)Nc2ccc(CNC(=O)OC(C)(C)C)cc2)cc1	11	1.6	x	1.9	-7	x	-3	-4	2.4
Cc1ccc(/C=N/NC(=O)CSc2nnc(-c3ccccc3)n2-c2ccc(Cl)cc2)o1	11	-0.1	27	1.1	-2	0	-14	-8	0.8
Nc1csnc1C(=O)O	16	-0.1	2	0.3	-9	-3	4	-3	1.0
Nc1nc2ccccc2n1C(=O)c1ccccc1	2	-0.2	5	0.8	4	9	-2	1	1.1
CNC(=S)N(Cc1cccs1)Cc1cc2cc(OC)ccc2[nH]c1=O	-4	1.0	-10	0.0	10	-9	-15	-8	1.4
COc1ccc(NC(=O)CSc2nnc3ccc(-c4cccnc4)nn23)cc1OC	5	0.5	0	0.4	-4	x	-18	5	0.2
N#Cc1ccccc1OCC(=O)N1N=C(c2cccs2)CC1c1ccco1 (stereo unspecified)	-4	0.4	8	1.3	0	x	-7	-8	1.4
COc1cccc(N2CCN(c3nc(C)cc(=O)[nH]3)CC2)c1	-4	0.1	13	0.4	1	-17	-4	2	-0.1
O=C(Nc1ccccc1C(F)(F)F)c1ccccc1Br	4	-0.9	-28	0.6	-13	0	-4	3	-0.4
O=C(C1CC1)N1CCN(c2ccnc3cc(Cl)ccc23)CC1	3	0.2	-6	2.4	-4	-6	-9	-4	2.3
CCCNc1nc(Nc2ccc(C)c(Cl)c2)c2cnn(C)c2n1	8	-2.1	-22	-0.4	7	-15	-17	-12	1.3
CN(C)Cc1c(C(=O)N/N=C/c2cccnc2)nnn1-c1nonc1N	-8	-0.1	-7	0.6	-3	-13	-2	-5	-0.4
CC1(C(=O)NS(=O)(=O)c2ccc(C#N)cc2)CCN1C(=O)C1CCCCC1 (stereo unspecified)	-8	x	-7	-0.1	-4	x	x	x	x
COCCNC(=S)N(CCc1c(C)[nH]c2ccc(F)cc12)Cc1cccs1	3	4.2	32	2.6	-5	20*	-9	-20	7.2
CC(Oc1cccc(Cl)c1)C(=O)Nc1cc(Cl)ccc1N1CCOCC1 (stereo unspecified)	-11	-1.1	-17	0.3	-5	x	-15	-4	-0.6
CN(C)C(CNC(=O)CCCN1C(=O)c2cccc3cccc(c23)C1=O)c1ccccc1 (stereo unspecified)	9	1.9	-9	6.3	-16	-8	-20	-5	3.2
COc1ccc(OCCN2C(=O)c3cccc(N)c3C2=O)cc1	5	1.1	-18	0.5	-14	4	-9	-7	2.7
O=C1CN(C(=O)COc2ccc(F)cc2Cl)c2ccccc2N1	31	0.0	-4	2.8	-25	-4	-14	3	0.5
N#Cc1ccc(NC(=O)NN2CCCCCC2)cc1	-9	x	16	4.3	-5	x	x	x	x
CCOCCCNC(=O)CN1C(=O)/C(=C\c2ccc(C)cc2)Sc2ccccc21	-2	-2.2	13	3.6	2	-13	-26	-10	0.4
CC1CCCCN1C(=O)COC(=O)c1cc(-c2cccs2)nn1-c1ccccc1 (stereo unspecified)	14	-1.3	2	1.2	-12	x	-19	6	1.1
COc1cccc(NC(=O)c2cnn(-c3ccccc3)c2C)c1	8	0.3	12	2.1	-1	-16	-14	-7	0.7
Cc1ccnc2nc(C(=O)OCC(=O)Nc3ccc4c(c3)OCCO4)nn12	-8	1.6	5	-0.4	6	x	-5	1	0.7
Cc1ccc(Nc2nnns2)cc1	9	0.4	7	-0.2	0	7	-5	-10	1.5
Cc1csc(=O)n1CCC(=O)OC(C)C(=O)NCc1ccccc1 (stereo unspecified)	8	0.6	-16	1.4	-9	x	-11	-4	-0.3
COC(=O)Cc1ccc(NC(=S)NC2CC2)cc1	-5	0.3	-12	0.2	-6	-7	-5	-8	-0.8
Cc1ccc2oc(=O)n(Cc3ccccc3)c2c1	18	-2.1	-2	0.2	-8	-14	-8	-13	-0.6
O=C(COC(=O)CSc1ccc(Cl)cc1)Nc1ccccc1	-13	-0.5	10	0.0	7	x	-6	-8	0.8
O=c1oc(-c2ccccc2[N+](=O)[O-])nc2ccccc12	18	-1.2	-13	0.3	-6	1	-10	-11	9.1
CC(C)(C)OC(=O)N/N=C/c1ccc(C(=O)O)cc1	24	1.5	-21	-0.2	-3	-9	-5	0	0.8
O=C(O)c1ccc(Cl)c(S(=O)(=O)Nc2ccc3[nH]c(=O)[nH]c3c2)c1	9	1.8	-26	0.4	-6	-11	2	-2	1.7
O=C1C(c2cc(=O)c3ccccc3[nH]2)=C(O)c2ccccc21	18	0.5	19	2.2	-6	-7	-5	-10	3.7
FC(F)(F)COc1nc(N2CCCCC2)nc(N2CCNCC2)n1	14	-0.4	3	0.5	-9	-13	-30	-13	-0.1
CCn1ccc(C(=O)Oc2ccc(Cl)cc2)n1	15	-0.8	-6	0.2	-10	-6	-1	1	0.1
CN1CCN(S(=O)(=O)c2cccc([N+](=O)[O-])c2)CC1	-10	0.5	x	0.2	-5	-2	-17	-5	1.5
CCOc1cnn(-c2ccccc2)c(=O)c1Cl	9	-0.7	-1	0.9	-2	-15	-10	2	-1.6
CCN(Cc1nc2cc(Cl)ccc2c(=O)[nH]1)C(=O)COc1ccccc1Cc1ccccc1	4	-0.1	15	0.3	-11	x	-24	-6	0.3
COc1ccc(OC)c(S(=O)(=O)Nc2ccc(-c3ccc4nncn4n3)cc2)c1	21	1.8	-6	1.1	6	x	-8	5	2.1
CC(=O)N1CCc2cc(S(=O)(=O)CCC(=O)NCc3cccs3)ccc21	17	0.3	-10	0.5	-10	-19	-11	2	0.4
Cc1ccc(C(=O)O/N=C(\N)c2ccccn2)c(Cl)c1	4	-1.9	16	-0.3	-12	-1	-11	1	0.3
Cc1c(N=Cc2c(O)n(Cc3ccco3)c(=O)c3ccccc23)c(=O)n(-c2ccccc2)n1C	16	-0.9	6	2.3	-14	-18	-20	-4	-1.0
COc1cccc2c1OCC(C(=O)Nc1nccs1)=C2	19	0.3	9	4.3	-14	1	-6	2	3.1
N#CCCN(C(=O)CSc1nc2nc(-c3cccs3)cc(C(F)(F)F)c2c(=O)[nH]1)c1ccccc1	-1	-0.5	-12	0.3	-5	-5	4	-5	0.6
Nc1[nH]n2c(=O)cc(-c3ccccc3)nc2c1N=Nc1ccc(S(N)(=O)=O)cc1	-6	-0.1	0	-0.7	25*	-3	-10	1	0.6
COc1ccc(CNS(=O)(=O)c2cc3c4c(c2)CCN4C(=O)CC3)cc1	8	x	-13	1.0	3	x	x	x	x
CN(C)c1ccc(NC(=O)N2CCOCC2)cc1	-1	-0.8	6	-0.4	4	-16	-9	-4	-0.5
COc1ccccc1Nc1nc2ccc(C)cc2n2cnnc12	-8	-0.5	23	1.1	-12	-11	-5	-15	-0.1
COc1ccc(Oc2nc(-c3ccccn3)ncc2OC)cc1	13	-1.1	15	0.7	9	2	-17	-15	1.4
C[C@@H]1CN([C@@H](C)CO)C(=O)CCCn2nncc2CO[C@@H]1CN(C)C(=O)Nc1ccccc1C(F)(F)F	15	x	-27	0.4	-1	x	x	x	x
C/C(=N/NS(=O)(=O)c1ccc(C)c(C)c1)c1c[nH]c2ccccc12	-4	x	12	0.4	2	-15	x	x	x
CSc1ccccc1NC(=O)c1ccccn1	11	-1.8	1	-0.5	-9	-10	-6	-4	-1.2
O=C(Nc1ccc2sc3ccccc3c(=O)c2c1)c1ccccc1Cl	8	0.5	26	0.1	-8	-3	-11	-8	1.1
CCOc1ccc(S(=O)(=O)N2CCCCC2)cc1NC(=O)CCc1ccc(OC)cc1	-10	-1.4	-3	0.1	-4	x	-6	-9	0.2
Cc1ccnc2ccc(-c3nc4ccccc4o3)cc12	14	-1.5	0	0.5	-7	-12	-25	1	-0.7
Cc1ccccc1C(=O)Nc1ccnn1C1CCN(CC2CC=CCC2)CC1 (stereo unspecified)	-11	x	-15	-0.2	-2	4	x	x	x
CC(C)Oc1ccc(C(CC(=O)NCCCN(C)C)c2ccc(F)cc2)cc1 (stereo unspecified)	18	0.3	-7	0.9	-4	1	-20	-8	0.8
Nc1ccc2c(c1)C(=O)c1ccc(Cl)cc1-2	11	x	0	0.3	-10	x	x	x	x

Later entries
SMILES	M1 PAM parental	OXTR agonist	TAAR1 antag	M1 ag parental	CHO-K1 Ca antag	GPR7 antag	CHO parental Ca	OXTR potentiate	V1R ag counter
O=c1ccc2ccccc2n1Cc1cccc(F)c1	9	-0.4	-15	0.8	-8	-5	-14	-10	-0.5
COc1ccc(NC(=O)Nc2ccccc2F)c([N+](=O)[O-])c1	4	-2.1	6	2.7	3	-11	-15	-4	-0.8
CN(c1ccc(C(=O)N2CCN(Cc3ccccc3)CC2)cc1)S(=O)(=O)c1ccccc1	-29	3.5	-15	2.3	-3	0	0	0	3.6
COc1ccc(-c2cc(C(=O)NCCCN3CCCC3=O)c3ccccc3n2)cc1	-4	-0.4	50*	6.6	-12	x	-10	7	0.1
CC1=C(C(=O)NCc2ccccc2)C(c2ccc(C)o2)n2ncnc2N1 (stereo unspecified)	22	-0.9	-7	0.8	-14	-4	-6	-14	-0.4
COc1c(O)ccc(/C=N/NC(=O)c2ccc3c(c2)OCCO3)c1[N+](=O)[O-]	11	1.4	7	3.0	-8	-8	-12	0	1.9
CC(C)(C)C(=O)CN1C(=O)NC2(CCOc3ccccc32)C1=O (stereo unspecified)	-5	x	-4	0.0	16	0	x	x	x
